Assay outcomes from PubChem.
M18AAP inhibitor: PfM18AAP inhibitors, malaria aminopeptidase, primary screen, biochemical, QFRET, recombinant enzyme; M18 aspartyl aminopeptidase (Plasmodium falciparum 3D7); H-Glu-NHMec fluorogenic cleavage; inhibition, % at 7.35 µM; 290,000 compounds, 1.2% hits; AID 1822, 2009;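 active = inhibition above the campaign mean inhibition over all tested compounds plus 3 SD, cut at about 28% in these data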;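 note: 0% = plate median of test compound wells and 100% = 2 mM ZnCl2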
MEKK2 WT-MEK5: modulators of MEK5 binding to wildtype MEKK2, primary screen, biochemical, multiplex bead flow cytometry, Alexa488-MEK5. Mitogen-activated protein kinase kinase kinase 2 (Homo sapiens), Q9Y2U5. Alexa488-MEK5 binding to MEKK2 WT; actives lie on both sides. binding response (% of control), % at 10 µM. 290,000 compounds, 1.1% hits. AID 1531, 2009; in the data active = binding response below about 67% or above about 130%
HCV NS3 hel inh: inhibitors of HCV NS3 helicase, primary screen, biochemical, Cy5 molecular beacon fluorescence; inhibition, % at 10.9 µM; NS3 helicase DNA unwinding; 290,000 compounds, 0.56% hits; AID 1800, 2009;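 active = inhibition above the mean of all tested compounds plus 3 SD, set per campaign, cut at about 35% in these data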;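 note: 0% = DMSO wells and 100% = thioflavine S control wells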
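Test system: hepatitis C virus NS3 helicase domain fragment enzyme. Also added: annealed dual-labelled DNA beacon duplex, ATP-started. Timing: 60 min unwinding reaction at 25 °C after ATP addition. Technique: Cy5 fluorescence. Measure: % inhibition of unwinding.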
NALP1 yeast inh: NALP1 inflammasome inhibitors in reconstituted yeast, colorimetric, S. cerevisiae, triplicate retest; AID 2071, 2009; 280,000 compounds, 0.61% hits; S. cerevisiae NALP1/ASC/caspase-1 growth, X-gal OD620, 72 h; inhibition, % at 10 µM; in the data active = inhibition mostly above about 24%, no sharp cut-off; inactive = mostly below about 32%; note: some compounds called inactive have numbers as strong as hits
MEKK2 mut-MEK5: MEK5 binding signal on mutant MEKK2 PB1, primary screen, biochemical, multiplex bead flow cytometry, Alexa488-MEK5; Alexa488-MEK5 binding to MEKK2 mutant; percent response, % at 10 µM; 290,000 compounds, 0.35% hits; in the data active = percent response above about 24%, passing the limit was not always enough; note: inactives centre near 1; some results filed as inactive read as strong as hits
FID counter: compounds displacing fluorescent DNA intercalator, primary screen, artefact control for HCV NS3 helicase inhibitor project, biochemical, FID fluorescence. DNA fluorescent intercalator displacement. inhibition, % at 7.9 µM. 290,000 compounds, 0.17% hits; in the data active = inhibition above about 37%;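 note: 0% = vehicle and 100% = reference compound; higher means more ethidium bromide displaced from hairpin DNA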
SUMO HTRF inh: inhibitors of in vitro SUMOylation cascade, primary screen, biochemical, HTRF, uHTS; 290,000 compounds, 0.36% hits; SUMO-conjugating enzyme UBC9 (Homo sapiens), P63279; HTRF SUMOylation assay, SAE1/SAE2 + UBC9; inhibition, % at 35 µM; in the data active = inhibition above about 50%, passing the limit was not always enough; note: strong numbers were not always called active
Target sequence (P63279 whole entry, looked up): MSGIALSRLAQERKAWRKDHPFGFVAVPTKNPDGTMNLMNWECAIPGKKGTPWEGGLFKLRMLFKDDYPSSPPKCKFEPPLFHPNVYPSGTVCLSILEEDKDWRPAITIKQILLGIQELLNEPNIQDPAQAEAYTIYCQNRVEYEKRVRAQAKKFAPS
IMP-1 inh: IMP-1 metallo-beta-lactamase inhibitors, primary screen, biochemical, epi-absorbance readout, Pseudomonas aeruginosa enzyme | inhibition, % at 5.6 µM | metallo-beta-lactamase IMP-1 (Pseudomonas aeruginosa) | AID 1556, 2009 | purified IMP-1, nitrocefin hydrolysis, epi-absorbance fluorescence | 290,000 compounds, 0.45% hits;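 active = inhibition above the mean plus 3 SD of all compounds in the same screening run, cut at about 4.5% in these data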;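 note: 0% = IMP-1 with DMSO and 100% = DMSO wells lacking enzyme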
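assay system = purified recombinant IMP-1 metallo-beta-lactamase enzyme | schedule = 15 min preincubation plus 25 min reaction at 25 °C | signal = Epi-absorbance fluorescence, 480 nm excitation, 530 nm emission | read-out basis = percent inhibition from optical density relative to buffer-blank wells | controls = IMP-1 with DMSO as 0%, enzyme-free DMSO as 100%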
VIM-2 inhibitor: VIM-2 metallo-beta-lactamase inhibitors, primary screen, biochemical, epi-absorbance readout, Pseudomonas aeruginosa enzyme. purified VIM-2, nitrocefin hydrolysis, epi-absorbance fluorescence. inhibition, % at 5.6 µM. 290,000 compounds, 0.89% hits;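 active = inhibition above the mean of all tested compounds plus 3 SD, cutoff set per screening run, cut at about 7.5% in these data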;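 note: red hydrolysis product quenches plate fluorescence so inhibitors raise well fluorescence; 0% = enzyme with DMSO and 100% = DMSO without enzyme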
Starred values were filed as active, the others as inactive; / = not tested or not shown.

SMILES	M18AAP inhibitor	MEKK2 WT-MEK5	HCV NS3 hel inh	NALP1 yeast inh	MEKK2 mut-MEK5	FID counter	SUMO HTRF inh	IMP-1 inh	VIM-2 inhibitor
CN1C(C)(C)CC(NC(=O)CCC(=O)NC2CC(C)(C)N(C)C(C)(C)C2)CC1(C)C	1	106	-3	/	7	-3	/	-4.6	-2.5
Cc1ccc(N2CCN(C(=O)c3nn(C)c4c3CS(=O)(=O)c3ccccc3-4)CC2C)cc1 (centres undefined)	-3	96	-5	14	-1	-48	-5	-5.1	-2.6
O=C(/C=C/c1ccco1)N1CCN(S(=O)(=O)c2cccs2)CC1	-6	94	5	-8	-1	-13	23	-3.4	-3.4
COc1ccccc1-n1c(SCC(=O)Nc2ccccc2F)nc2[nH]ncc2c1=O	10	98	-4	8	-3	-12	-11	0.3	0.4
CCOc1ccccc1NC(=O)COC(=O)c1cc[n+]([O-])cc1	-6	95	4	/	-2	-1	8	0.8	2.5
CC1CCc2nn(CC(=O)NCc3ccco3)cc2C1 (centres undefined)	4	98	13	27	3	2	5	-3.7	-1.5
COc1ccc(C)cc1NC(=O)N1CCCc2ccccc21	5	109	-8	6	13	1	-12	-2.4	-2.0
COc1ccc(/C=C2\SC(=S)N(CCC(=O)NC3CCCC3)C2=O)cc1OC	-5	92	5	17	2	-12	14	1.0	0.5
C=CCn1c(CNC(=O)c2ccco2)nnc1SCC(=O)c1ccc(F)cc1	1	98	8	-4	2	-23	13	-1.7	-0.3
CCc1ccc(C(=O)Nc2cccc(-c3nn[nH]n3)c2)s1	1	98	11	0	5	-15	11	-2.7	-1.9
COC(=O)c1ccccc1NC(=O)CNC(=O)c1ccco1	-10	100	5	24	-6	-3	11	-1.1	3.6
CC(C)(C)c1ccc(/C=C(\C#N)C(=O)Nc2ccccn2)cc1	-10	108	-3	-9	5	-5	32	-1.3	-0.9
CC1=NN(c2ccccc2)C(=O)/C1=C/c1ccc(Cl)cc1	17	101	3	4	5	-4	78	-4.2	-0.8
O=C(c1ccc2c(=O)n3c(nc2c1)CCCCC3)N1CCN(c2ccccc2F)CC1	-7	101	-1	8	3	-55	4	-4.7	-4.7
N#C/C(=C/c1ccc(-c2ccc(C(=O)O)c(Cl)c2)o1)C(=O)NCC1CCCO1 (centres undefined)	-6	102	8	24	1	-4	5	-1.9	-1.2
CCCN(CC(=O)Nc1ccccc1C)C(=O)c1cccc(-n2cnnn2)c1	-1	105	-3	8	3	-9	8	-4.4	-2.7
O=C(CN1C(=O)/C(=C\c2ccccc2Cl)Sc2ccccc21)NCCCN1CCOCC1	2	117	-33	23	6	25	9	0.0	-0.6
O=C(NCc1ccccn1)C1CCN(S(=O)(=O)c2cccs2)CC1	4	113	-6	4	8	-1	-3	-1.1	-1.5
Cc1cc(Cl)ccc1OCCCC(N)=O	0	109	-6	22	2	-1	-7	-0.1	-2.8
Cc1ccc(NC(=O)CCC(=O)NNC(=O)c2ccccc2Cl)c(C)c1	0	90	3	-1	-4	-5	3	-0.6	-2.0
Cc1nc2ccccc2c2oc(C(=O)NCc3ccc4c(c3)OCO4)cc12	-10	105	-3	6	4	-26	10	-8.0	-0.8
Cc1ccc(C2CC(=O)N3CN(Cc4ccco4)CSC3=C2C#N)cc1 (centres undefined)	31*	103	31	3	5	-34	20	3.6	1.8
COc1ccc(CC(=O)OC(C)CN2CCOCC2)cc1 (centres undefined)	-7	97	2	29*	-10	0	10	-3.3	-2.1
COc1ccc(C2/C(=C(/O)c3ccccc3)C(=O)C(=O)N2c2ccccn2)c(OC)c1 (centres undefined)	1	98	7	-2	2	-33	32	-2.5	-3.1
COc1ccccc1N1CC(C(=O)Nc2nnc(SC)s2)CC1=O (centres undefined)	2	103	13	7	4	-23	-2	-3.8	-2.0

(next part)
SMILES	M18AAP inhibitor	MEKK2 WT-MEK5	HCV NS3 hel inh	NALP1 yeast inh	MEKK2 mut-MEK5	FID counter	SUMO HTRF inh	IMP-1 inh	VIM-2 inhibitor
O=C(c1ccco1)N1CCN(c2ncnc3c2[nH]c2ccc(Cl)cc23)CC1	2	96	0	13	-2	-12	10	-0.9	1.4
Cc1c(N2C(=O)/C(=C\C3CC=CCC3)SC2=S)c(=O)n(-c2ccccc2)n1C (centres undefined)	-34	94	6	12	-3	-9	1	0.1	1.9
COCCNC(=O)c1cc2c(-c3ccccc3F)nn(C)c2s1	-4	/	-7	10	/	-14	21	0.3	-0.2
CCOC(=O)C(=O)NNc1ccc(Cl)cc1	-5	100	2	50*	-4	-2	13	-1.2	0.1
Cc1cc(OC(C)C(=O)Nc2ccccc2C(=O)N2CCCC2)ccc1Cl (centres undefined)	1	107	0	16	9	-42	-10	-2.9	-2.5
COc1cccc(NC(=O)[C@H](CC(C)C)NC(=O)N2CCn3c2nc2ccccc23)c1	-3	97	-47	-1	-1	-31	6	-1.8	-3.8
COc1ccccc1C(=O)n1nc(-c2ccc(Cl)cc2)nc1N	-1	/	-4	18	/	-9	1	-5.8	-2.6
Cc1ccccc1CCNC(=O)Cn1ccc2cc(S(=O)(=O)N3CCCC3)ccc21	2	96	-9	18	3	-38	1	-6.0	-1.8
CC(=O)n1cc([C@@H]2C=C(C(=O)NCc3ccccc3)O[C@H](OCc3ccc(CO)cc3)C2)c2ccccc21	/	91	/	11	1	/	-24	/	/
CC(On1c(-c2ccccc2)nc2ccc(Cl)cc21)C(=O)O (centres undefined)	5	98	-3	2	2	0	-2	-2.0	-1.3
Cc1cccc(OCCCC(=O)N2CCCCCC2)c1C	1	110	0	3	6	-38	6	-4.4	-3.0
N#CC1(c2ccccc2)CCCN1C(=O)c1ccccc1Cl (centres undefined)	-4	104	2	2	2	-13	5	2.6	-0.3
O=C(Nc1cccc(-c2nc3ccccc3[nH]2)c1)c1ccccn1	31*	104	0	10	1	-9	5	-1.6	-0.5
Cc1ccc(S(=O)(=O)NCc2cn3ccsc3n2)c(C)c1	-1	103	-6	10	0	-4	17	-1.6	-0.5
CCC(C)NCCCCOc1ccc(C)cc1[N+](=O)[O-] (centres undefined)	13	105	0	1	13	11	-6	-5.5	-3.1
CC(NC(=O)COC(=O)c1ccccc1Nc1ccccc1)c1ccccc1 (centres undefined)	-4	99	5	34	6	5	3	-2.1	0.1
Cc1cccc(C(C)C)c1NC(=O)COC(=O)Cc1ccsc1	-2	91	-8	27	-1	-5	-13	-3.4	-1.4
COc1ccc(-c2cc(C(=O)NC(Cc3cc4ccccc4[nH]3)C(=O)O)c(C)o2)cc1OC (centres undefined)	2	59	35	4	-30	-34	30	1.0	3.1
COc1cccc(NS(=O)(=O)c2cc3c(cc2C)N(C)CCO3)c1	6	98	1	12	-5	-23	9	-2.2	-3.7
Cc1ccc(S(=O)(=O)N2CCC(C(=O)NCCc3ccccc3)CC2)cc1	-4	108	-7	-20	4	-1	6	-0.6	-2.6
CC(=O)Nc1nonc1NC(=O)CSc1ncn[nH]1	48*	96	-3	-4	-1	-2	-27	-2.8	-2.6
COC(=O)c1ccc(CSc2nnc(SCc3ccc(C(=O)OC)o3)s2)o1	-14	96	7	9	-6	-15	13	-7.6	-1.8
CC(C)CCNC(=O)C(c1ccco1)N(CCCO)C(=O)Cn1nnc(-c2ccc(F)cc2)n1 (centres undefined)	1	85	3	-8	-10	-1	4	-1.1	-0.5
COc1ccc(C2/C(=C(\O)c3ccc4c(c3)OCCO4)C(=O)C(=O)N2CCCN(C)C)c(OC)c1 (centres undefined)	/	101	/	14	3	/	15	/	/
O=C(CCCCO)CCCCCCCC[C@H]1N[C@H](CO)[C@H](O)[C@@H]1O[C@@H]1O[C@H](CO)[C@@H](O)[C@H](O)[C@H]1O	-4	96	5	42	3	-4	8	1.4	-1.5
CCCC(=O)Nc1ccc(NC(=O)c2ccccc2Cl)nc1	6	109	-7	5	7	0	15	-3.5	0.0
CCc1ccccc1N1CC(C(=O)Nc2nccs2)CC1=O (centres undefined)	-2	102	5	15	-2	-12	-2	-1.4	-1.8
Cc1sc2nc(CSc3nnnn3-c3ccc(Cl)cc3)[nH]c(=O)c2c1C	3	78	4	19	-8	-3	14	-0.9	1.1
Cc1ccc(C2NC(=S)NC3=C2C(=O)CCC3)cc1 (centres undefined)	-5	99	-5	-10	-1	-1	8	0.1	-0.4

Molecules above that contain a furan ring, fused or not (11):
SMILES	M18AAP inhibitor	MEKK2 WT-MEK5	HCV NS3 hel inh	NALP1 yeast inh	MEKK2 mut-MEK5	FID counter	SUMO HTRF inh	IMP-1 inh	VIM-2 inhibitor
O=C(/C=C/c1ccco1)N1CCN(S(=O)(=O)c2cccs2)CC1	-6	94	5	-8	-1	-13	23	-3.4	-3.4
CC1CCc2nn(CC(=O)NCc3ccco3)cc2C1 (centres undefined)	4	98	13	27	3	2	5	-3.7	-1.5
C=CCn1c(CNC(=O)c2ccco2)nnc1SCC(=O)c1ccc(F)cc1	1	98	8	-4	2	-23	13	-1.7	-0.3
COC(=O)c1ccccc1NC(=O)CNC(=O)c1ccco1	-10	100	5	24	-6	-3	11	-1.1	3.6
N#C/C(=C/c1ccc(-c2ccc(C(=O)O)c(Cl)c2)o1)C(=O)NCC1CCCO1 (centres undefined)	-6	102	8	24	1	-4	5	-1.9	-1.2
Cc1nc2ccccc2c2oc(C(=O)NCc3ccc4c(c3)OCO4)cc12	-10	105	-3	6	4	-26	10	-8.0	-0.8
Cc1ccc(C2CC(=O)N3CN(Cc4ccco4)CSC3=C2C#N)cc1 (centres undefined)	31*	103	31	3	5	-34	20	3.6	1.8
O=C(c1ccco1)N1CCN(c2ncnc3c2[nH]c2ccc(Cl)cc23)CC1	2	96	0	13	-2	-12	10	-0.9	1.4
COc1ccc(-c2cc(C(=O)NC(Cc3cc4ccccc4[nH]3)C(=O)O)c(C)o2)cc1OC (centres undefined)	2	59	35	4	-30	-34	30	1.0	3.1
COC(=O)c1ccc(CSc2nnc(SCc3ccc(C(=O)OC)o3)s2)o1	-14	96	7	9	-6	-15	13	-7.6	-1.8
CC(C)CCNC(=O)C(c1ccco1)N(CCCO)C(=O)Cn1nnc(-c2ccc(F)cc2)n1 (centres undefined)	1	85	3	-8	-10	-1	4	-1.1	-0.5

A second format for some results above.
COc1ccccc1C(=O)n1nc(-c2ccc(Cl)cc2)nc1N
  M18AAP inhibitor = -1
  MEKK2 WT-MEK5 = /
  HCV NS3 hel inh = -4
  NALP1 yeast inh = 18
  MEKK2 mut-MEK5 = /
  FID counter = -9
  SUMO HTRF inh = 1
  IMP-1 inh = -5.8
  VIM-2 inhibitor = -2.6
Cc1ccccc1CCNC(=O)Cn1ccc2cc(S(=O)(=O)N3CCCC3)ccc21
  M18AAP inhibitor = 2
  MEKK2 WT-MEK5 = 96
  HCV NS3 hel inh = -9
  NALP1 yeast inh = 18
  MEKK2 mut-MEK5 = 3
  FID counter = -38
  SUMO HTRF inh = 1
  IMP-1 inh = -6.0
  VIM-2 inhibitor = -1.8
